Compound activity as filed in PubChem BioAssay.
CHRM1 agonist – activates human CHRM1 receptor | AID 588814 | P11229 | CHO-K1 hM1, Fluo-8 calcium fluorescence, agonist mode; 0% DMSO, 100% acetylcholine EC100 | activation, % at 3 µM | 360,000 tested, 0.33% active;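 active = activation above the run's mean compound activation plus 3 SD, cut at about 16% in these data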;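 note: peak over basal fluorescence ratio within a 140 s kinetic read after compound addition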
Target sequence (P11229 whole entry, looked up): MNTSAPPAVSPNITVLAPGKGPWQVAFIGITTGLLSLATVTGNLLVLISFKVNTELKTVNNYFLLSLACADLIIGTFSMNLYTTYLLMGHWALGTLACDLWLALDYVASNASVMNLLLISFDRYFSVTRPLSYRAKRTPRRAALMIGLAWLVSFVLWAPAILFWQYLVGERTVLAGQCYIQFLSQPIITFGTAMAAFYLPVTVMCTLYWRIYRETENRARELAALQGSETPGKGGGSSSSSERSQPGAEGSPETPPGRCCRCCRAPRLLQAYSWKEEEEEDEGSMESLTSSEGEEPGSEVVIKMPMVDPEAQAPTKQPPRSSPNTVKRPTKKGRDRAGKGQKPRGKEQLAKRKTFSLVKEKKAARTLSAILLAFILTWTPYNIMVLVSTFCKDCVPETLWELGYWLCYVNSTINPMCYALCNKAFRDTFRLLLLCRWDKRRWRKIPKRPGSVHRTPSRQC
TAAR1 antagonist – antagonists of human TAAR1 | Q96RJ0 | inhibition, % at 3 µM | AID 624466 | CHO RD-HGA16 TAAR1, Fluo-8 calcium fluorescence, antagonist | 360,000 tested, 1.5% active;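 active = inhibition above a per-plate cutoff, the mean inhibition of test compounds on that plate plus 3 SD, cut at about 49% in these data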;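 note: 0% = DMSO plus EC80 beta-PEA response and 100% = DMSO alone without agonist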
Target sequence (Q96RJ0 whole entry, looked up): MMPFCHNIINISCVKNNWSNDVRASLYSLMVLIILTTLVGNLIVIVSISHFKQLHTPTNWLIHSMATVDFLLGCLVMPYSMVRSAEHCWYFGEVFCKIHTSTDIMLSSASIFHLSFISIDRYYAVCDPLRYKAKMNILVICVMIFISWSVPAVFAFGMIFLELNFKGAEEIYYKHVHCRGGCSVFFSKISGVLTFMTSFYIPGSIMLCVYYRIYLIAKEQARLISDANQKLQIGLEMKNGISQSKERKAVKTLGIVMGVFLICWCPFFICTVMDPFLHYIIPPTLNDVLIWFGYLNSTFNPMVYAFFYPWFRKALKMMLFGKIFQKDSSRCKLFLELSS
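Assay system: CHO-derived RD-HGA16 cells stably expressing human TAAR1 plus Gα16. Timing: 140 s kinetic read after compound, 140 s after agonist. Technique: kinetic Fluo-8 calcium fluorescence measurement. Measure: % inhibition of agonist calcium response.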
CHO-K1 Ca antag – M1 antagonist counterscreen hit in parental CHO-K1 cells. inhibition, % at 3 µM. ATP-induced calcium, Fluo-8 fluorescence. 360,000 tested, 0.6% active;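 active = inhibition above a per-plate cutoff, the plate's mean sample inhibition plus 3 SD, cut at about 24% in these data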;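 note: 0% = DMSO plus EC80 ATP and 100% = DMSO alone without ATP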
M1 PAM – human CHRM1 positive allosteric modulation; CHO-K1 hM1, Fluo-8 calcium fluorescence, ACh EC20; 0% = ACh EC20, 100% = maximal ACh; 360,000 tested, 0.088% active; activation, % at 3 µM; in the data active = activation above about 19%, passing the limit was not always enough
M1 PAM parental – counter-screen for M1 PAMs: effect in parental CHO-K1 cells | ATP EC20, Fluo-8 calcium fluorescence; 0% at ATP EC20, 100% at ATP max | activation, % at 3 µM | 360,000 tested, 0.02% active | AID 602247;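 active = activation above the run cutoff, the mean activation of all test compounds plus 3 SD, cut at about 40% in these data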;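 note: peak over basal fluorescence ratio in a 140 s read after ATP addition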
CHO parental Ca – counter-screen for OX1R antagonists: effect in parental CHO cells; parental CHO-K1, ATP-induced calcium, Fluo-8 fluorescence; inhibition, % at 5.6 µM; 330,000 tested, 0.63% active;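 active = inhibition above that plate's mean sample inhibition plus 3 SD, cut at about 26% in these data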;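 note: 0% = ATP-challenged DMSO wells and 100% = DMSO wells without ATP; some compounds past the cut are filed as inactive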
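Material: Parental CHO cells | Reagent: ATP | Compound dosing: Single nominal dose of 5.6 µM per compound | Detection: Intracellular calcium via Fluo-8 no-wash fluorescent dye | Read-out: % inhibition of ATP-induced calcium mobilization | Benchmarks: Low control ATP plus DMSO, high control DMSO only | Replicates: Singlicate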
CHO-K1 Ca ag – counter-screen for M1 agonists: effect in parental CHO-K1 cells; 360,000 tested, 0.48% active; Fluo-8 calcium fluorescence; scaled to maximal ATP response, vehicle zero; activation, % at 3 µM; in the data active = activation above about 15%;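 note: untransfected CHO-K1 host cells lacking M1 receptor as counterscreen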
M1 antag – blocks human M1 muscarinic receptor. P11229. CHO-K1 hM1, Fluo-8 calcium fluorescence, ACh EC80 antagonist. inhibition, % at 3 µM. 360,000 tested, 1.3% active;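 active = percent inhibition above its own plate's cutoff, namely the mean of that plate's compound wells plus 3 SD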;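 note: peak over basal fluorescence ratio during 140 s after agonist addition; 0% = ACh EC80 plus DMSO and 100% = DMSO alone without agonist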
TAAR1 ag – human TAAR1 agonism; Q96RJ0; CHO RD-HGA16 TAAR1, Fluo-8 calcium fluorescence; vehicle wells 0%, saturating PEA agonist 100%; activation, % at 3 µM; 360,000 tested, 0.99% active; AID 624467;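 active = activation above the mean activation of all test compounds in the run plus 3 SD, cut at about 38% in these data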
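Signal – calcium-sensitive Fluo-8 signal, excitation 470-495, emission 515-575 nm · System – RD-HGA16 (CHO) cells co-expressing Gα16 and hTAAR1 · Incubation – 17-24 h seeding, 75 min 37 °C dye, 30 min RT · Compound dosing – 3 µM single concentration · Repeats – no replicates (n 1)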
An asterisk follows results filed as active; nt = no result given. Hits appear at their usual frequency; any-hit rate near 4.4%.

Start of the listing, in advance:
SMILES | CHRM1 agonist | TAAR1 antagonist | CHO-K1 Ca antag | M1 PAM | M1 PAM parental | CHO parental Ca | CHO-K1 Ca ag | M1 antag | TAAR1 ag
Cc1ncsc1CCOC(=O)c1ccc(Cl)cc1 | -12.5 | -21.9 | -14.1 | 4.1 | 11.8 | -12.0 | 0.7 | -13.5 | 1.1
COc1cccc(/C=N/NC(=O)c2cccc3ccccc23)c1OC | -1.8 | -11.0 | -10.1 | 3.8 | 15.9 | -12.9 | 1.1 | -15.3 | 2.9

Main list, previewed entries included:
SMILES | CHRM1 agonist | TAAR1 antagonist | CHO-K1 Ca antag | M1 PAM | M1 PAM parental | CHO parental Ca | CHO-K1 Ca ag | M1 antag | TAAR1 ag
Cc1ncsc1CCOC(=O)c1ccc(Cl)cc1 | -12.5 | -21.9 | -14.1 | 4.1 | 11.8 | -12.0 | 0.7 | -13.5 | 1.1
COc1cccc(/C=N/NC(=O)c2cccc3ccccc23)c1OC | -1.8 | -11.0 | -10.1 | 3.8 | 15.9 | -12.9 | 1.1 | -15.3 | 2.9
O=C(/C=C/c1cccc([N+](=O)[O-])c1)c1ccc2c(c1)OCCO2 | -7.7 | 18.7 | 0.9 | 10.0 | 19.5 | -28.1 | 0.8 | -5.7 | -0.4
O=C(CCc1nc(-c2ccc(Cl)cc2)no1)OCc1ccc(Br)cc1 | -0.6 | 0.4 | -0.7 | 10.9 | 16.0 | -2.0 | 0.9 | -19.6 | 9.9
Cc1ccccc1-n1c([C@@H]2C[C@H]2c2ccccc2)n[nH]c1=S | -1.0 | 16.6 | -9.5 | 10.4 | 22.6 | -1.6 | 7.0 | -7.7 | -0.9
Cc1ccc(C(=O)N(C)CC(=O)Nc2ccc(F)c(F)c2F)o1 | -6.0 | -5.9 | -7.8 | 4.1 | 3.4 | -1.1 | 0.7 | -3.2 | -0.1
COC(=O)c1ccccc1NC(=O)CCn1c(=O)oc2ccccc21 | 0.0 | 8.1 | -5.5 | 8.9 | 19.6 | -18.4 | 0.7 | -7.3 | 0.3
COC(=O)c1ccc(NC(=O)c2ccc[n+]([O-])c2)cc1 | -3.5 | -6.5 | -9.5 | 4.4 | 0.9 | -15.5 | 0.8 | -1.4 | 2.2
COc1ccc(CNC(=O)C2CCN(C(=O)N3CCOc4ccc(C)cc43)CC2)cc1 | -1.5 | -13.3 | -12.7 | 7.7 | 13.9 | -20.5 | 2.1 | -8.7 | 4.0
C/C(=N\NC(=O)C(C)Sc1ccccc1)C(C)(C)C (stereo not given) | -5.0 | 2.2 | 0.3 | 2.3 | 7.2 | -23.6 | -0.1 | 2.9 | 7.2
CCOC(=O)C1(C)CCN1C(=O)c1ccc(C(C)(C)C)cc1 (stereo not given) | -0.2 | 12.9 | -7.2 | 7.0 | -6.0 | nt | 1.4 | -17.2 | -2.1
Cc1cc(=O)n2nc(N3CCCC(C(=O)NCc4ccco4)C3)sc2n1 (stereo not given) | -3.6 | -12.8 | 1.1 | 6.3 | 7.6 | -4.2 | -0.1 | -10.2 | -0.5
O=C(CCN1CCCO1)NC1CCCc2c1cnn2-c1ccccc1F (stereo not given) | -1.1 | -13.1 | -13.8 | 1.0 | -1.3 | 0.4 | 1.1 | 1.5 | 2.7
CC(=O)c1[nH]c(C)c(C(C)=O)c1C | 1.3 | -7.6 | -8.2 | 13.3 | 14.2 | 7.8 | 0.3 | -6.2 | 0.5
Clc1nc(-c2ccccc2)ncc1Oc1ccccc1 | -1.0 | 1.2 | -7.4 | 7.2 | 25.0 | -8.0 | 0.8 | -9.0 | -2.3
COC(=O)c1ccc(S(=O)(=O)N2CCN(C(c3ccccc3)c3ccccc3)CC2)n1C | -2.0 | -24.1 | -11.7 | 1.9 | 15.6 | -18.5 | 1.0 | -4.1 | 14.5
Cc1nc(N)sc1-c1csc(Nc2cccc(C(=O)O)c2)n1 | -0.2 | -13.8 | -6.1 | 5.0 | 6.8 | nt | 0.7 | -11.9 | 0.8
O=C(O)c1ccc(-c2noc(-c3cccc(F)c3)n2)cc1 | -0.5 | 5.4 | -13.7 | 6.7 | 9.6 | -2.2 | 0.6 | -2.4 | 4.5
CCCNC(=O)NC(=O)COc1c(F)c(F)cc(F)c1F | -8.2 | -0.5 | -4.4 | -7.6 | -1.1 | -13.3 | -0.2 | 6.0 | 4.9
CCN(C(=O)COC(=O)c1cc(S(=O)(=O)N2CCOCC2)c(Cl)cc1Cl)C1CCS(=O)(=O)C1 (stereo not given) | -3.5 | -17.4 | 1.5 | 12.5 | 3.0 | -14.5 | 0.5 | -4.8 | -0.2
CC(=O)NC1=NN(C(C)=O)C2(CCCC2)S1 | -1.4 | 3.8 | -9.5 | 11.0 | 11.6 | -5.7 | 0.5 | -11.4 | 1.3
O=C(NCC1CCCO1)c1cn(-c2ccccc2)nc1-c1ccccc1 (stereo not given) | -0.2 | 12.1 | -10.3 | 2.0 | 8.7 | -11.7 | 1.1 | -5.3 | 1.4
c1ccc(C(Cc2nc(-c3ccncc3)no2)c2ccccc2)cc1 | -3.0 | 31.5 | 15.2 | -15.9 | -1.9 | 18.8 | 4.8 | 24.2* | 19.0
Cc1noc(C)c1NC(=O)Nc1cccc2c1O[C@H](CN(C)S(=O)(=O)c1cn(C)cn1)[C@@H](C)CN([C@H](C)CO)C2=O | 2.1 | -21.1 | -9.3 | 14.1 | 12.1 | -9.4 | 0.7 | -14.1 | 1.1
COc1cccc(/C=N/Nc2cc(N3CCOCC3)ncn2)c1O | -3.7 | 21.8 | -3.3 | 7.6 | -7.7 | -17.2 | 1.4 | -7.7 | 2.6

Other records.
SMILES | CHRM1 agonist | TAAR1 antagonist | CHO-K1 Ca antag | M1 PAM | M1 PAM parental | CHO parental Ca | CHO-K1 Ca ag | M1 antag | TAAR1 ag
COc1ccc(C(=O)N/N=C/c2ccc(N3CCOCC3)s2)cc1OC | -2.5 | -14.8 | 5.5 | 1.7 | -0.6 | -8.2 | 0.5 | -3.3 | -1.7
O=[N+]([O-])c1ccc(N/N=C/c2cn(Cc3ccc(F)cc3)c3ccccc23)nc1 | -10.1 | -1.6 | -9.1 | -5.9 | 20.9 | -2.6 | 1.6 | -0.3 | 1.7
Brc1ccc2nc(N3CCN(c4ccccc4)CC3)sc2c1 | -0.9 | -16.8 | -7.9 | 5.7 | 18.3 | -7.5 | 0.3 | -0.5 | 2.1
Cc1c(Cl)c([N+](=O)[O-])nn1CCCC(=O)Nc1cccc(Cl)c1 | -8.2 | 10.2 | 9.2 | -13.8 | -3.5 | -8.9 | 1.7 | 23.2 | 3.7
Cc1cc(NC(=O)CN(C)S(=O)(=O)c2ccc(-c3ccc(=O)[nH]n3)s2)ccc1Br | -1.5 | -14.9 | -7.6 | 2.3 | 16.3 | -11.1 | 0.5 | 0.0 | 3.9
O=C(O)CC[C@@H](C(=O)O)N1C(=O)c2ccccc2C1=O | -0.1 | -8.4 | 3.0 | -10.6 | 7.3 | -6.5 | -0.2 | -3.6 | 3.3
O=C(Nc1ccccc1N1CCCC1)c1cc(Cl)ccc1Cl | -3.9 | -6.2 | 16.3 | 7.1 | -14.8 | -14.8 | -0.6 | -0.8 | 12.9
O=C(CN1CCN(C(=O)c2ccco2)CC1)Nc1cc(C(F)(F)F)ccc1Cl | -1.9 | nt | 2.0 | 2.9 | -2.6 | -8.1 | 0.9 | -4.3 | nt
CCOC(=O)COc1ccc2c(=O)c(-c3ccccc3)coc2c1 | -1.5 | 17.1 | -11.3 | 1.7 | 15.1 | 8.6 | 10.4 | -0.9 | 0.8
O=C(c1cc(COc2cccc(C(F)(F)F)c2)on1)N1C[C@H]2CC[C@H]1C2 | -0.9 | -23.2 | -10.1 | 2.2 | 6.0 | -15.2 | 3.0 | -7.8 | 3.8
O=C(NCc1ccc2c(c1)OCO2)c1ccc(Br)s1 | -3.9 | 7.8 | -5.9 | 1.5 | -7.9 | -7.7 | 0.4 | -2.4 | -0.2
O=C(Cc1nc2ccccc2[nH]c1=O)c1ccc(Cl)cc1 | -0.4 | -6.8 | -11.2 | -0.5 | -2.4 | -11.5 | 1.9 | 2.9 | 0.1
CCN(CC)S(=O)(=O)c1ccc(N(C)Cc2cccc(OC)c2OC)nc1 | 6.9 | -5.7 | -7.8 | -6.6 | 0.5 | 28.5 | 13.5 | 7.8 | 1.8
Cc1ccc2c(c1)N=C(c1ccccc1)CC(C(Cl)Cl)=N2 | -3.5 | -0.5 | -2.6 | -1.1 | 2.7 | -38.7 | 0.1 | -5.8 | -0.8
O=C(Cc1ccccc1)N1CCC(O)(c2cccnc2)CC1 | -5.3 | -2.9 | 0.2 | 7.4 | 9.5 | 2.5 | -0.1 | -1.3 | 10.7
O=C(c1ccccc1)N1CCN(C2CCCCC2)CC1 | -5.0 | -4.8 | -4.7 | 8.0 | 21.7 | -8.4 | 0.8 | -7.9 | 5.0
COc1ccc(CCN(C)C(=S)NC(=O)c2ccc(F)cc2Cl)cc1OC | -1.6 | -3.3 | 3.1 | 0.2 | 9.1 | -19.4 | 1.4 | 3.0 | 0.8
CCOC(=O)CSc1nnc(-c2c[nH]c3ccccc23)o1 | -3.1 | 2.5 | 1.7 | 10.9 | -20.8 | nt | 0.8 | -9.3 | 3.1
CCCCCC1C(C(=O)OCC)C(=O)NC1(C(=O)OCC)C(=O)OCC (stereo not given) | -1.3 | -16.0 | -10.8 | 3.6 | 12.6 | nt | 0.5 | -10.3 | 4.5
COc1ccc(N2CC(C(=O)Nc3cc(C)on3)CC2=O)cc1 (stereo not given) | -3.1 | 4.7 | -19.4 | -7.2 | -1.1 | 4.0 | 0.1 | -8.1 | 6.3
COc1ccc(CNC(=O)CN2C(=O)NC(c3ccccc3)(c3ccccc3)C2=O)cc1OC | -4.2 | 6.8 | 2.2 | 0.4 | -10.9 | nt | 0.1 | 0.8 | 1.3
COc1ccc(NC(=O)COc2cccc(-n3cnnn3)c2)cc1 | 4.5 | -4.0 | 4.0 | 7.4 | -18.1 | 1.6 | 0.8 | 0.5 | 0.9
Cc1cccc(NC(=O)c2cc(N3CCOCC3)nc3ccccc23)c1 | -3.5 | -4.8 | -14.7 | 1.2 | 22.9 | -5.7 | 1.0 | 8.8 | 5.2
COc1cc(/C=C/C(=O)N2CCCc3ccccc32)cc(OC)c1OC | -7.3 | 52.3* | 2.0 | -9.0 | 21.0 | -18.6 | 4.6 | 16.2 | 10.1
Cn1c(N)c(Sc2ccccc2[N+](=O)[O-])c(=O)n(C)c1=O | 1.2 | -5.4 | -15.5 | 14.0 | -5.1 | -8.3 | 0.6 | -9.3 | 3.2
OCC(O)CNC(=S)NC1CCCCC1 (stereo not given) | -5.0 | -21.6 | -16.7 | -5.3 | 12.0 | -5.3 | 2.1 | 5.8 | 11.5
CCOC(=O)COc1coc(CN2CCN(c3cccc(Cl)c3)CC2)cc1=O | -2.9 | -30.4 | -12.8 | 16.4 | 7.2 | 1.0 | 2.1 | -20.4 | 2.9
COc1ccc(/C(N)=N/OC(=O)c2cccc([N+](=O)[O-])c2)cc1 | -1.9 | 4.5 | -0.7 | 3.6 | 14.5 | 1.9 | 0.2 | -0.6 | 7.3
